Screens deposited in PubChem BioAssay by several laboratories.
ER stress rescue = rescue of cells from ER stress-induced death, primary screen, 384-well, CSM14.1, thapsigargin, ATP luminescence (AID 1222); CSM14.1 thapsigargin-induced death rescue, ATP luminescence; higher % means a stronger effect; cellular ATP content (survival), % at 20 µM; hits with a dose series show EC50 in µM; 190,000 tested, under 10 active;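 active = EC50 below 50 µM in the dose-response confirmation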;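 also: death triggered by thapsigargin at about 15 µM added after 2 h compound pretreatment; cell ATP read after overnight thapsigargin exposure of roughly 18 to 22 hours; normalized against plate controls of thapsigargin alone and 5% DMSO vehicle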
K1F lysis inhibition = inhibition of K1F phage lysis, E. coli UTI89, bacterial capsule biogenesis inhibitors, alamar blue (AID 488966) | 0.02% of 340,000 active | E. coli UTI89 K1F phage lysis, alamar blue, 2 h; higher % means a stronger effect | inhibition, % at 100 µM, or IC50 in µM where a hit was titrated;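 active = phage lysis inhibition, versus mean bacterial control, above a set limit; inconclusive = no clear call, values can overlap the other calls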;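 also: capsule biogenesis inhibitors block K1F phage lysis so surviving cells raise fluorescence; higher fluorescence means more inhibition of phage lysis; actives were called in the ten point dose series up to 300 µM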
MT stabilizer = microtubule stabilizers in HeLa cells; HeLa tubulin immunostaining HCS, 24 h; share of cells brighter than vehicle mean+2SD; % tubulin-high responders, % at 10 µM; 0.83% of 200,000 active;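 active = plate Z-score above 3 for both tubulin-high and condensed-nucleus cell shares, with cell loss under 80%, at 10 µM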;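 also: anti alpha tubulin signal scored within the nucleus-defined area of each cell; some results filed as inactive read as strong as hits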
Autophagy HCS = modulators of autophagy. MEF GFP-LC3 puncta imaging; test concentration mostly 10 µM. calls only at 10 µM (by protocol). 0.98% of 190,000 active;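 active = percentage of spot-positive cells more than 3 SD above its plate mean, without a fluorescence outlier flag or 80% toxicity; inconclusive = no clear call, values can overlap the other calls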;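 also: spot-positive cell cutoff set from DMSO-treated cells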
Insulin prom up = MIN6 insulin promoter up-regulation; MIN6 insulin promoter-GFP reporter, high-content imaging; stronger effect = higher value; z-score at 5 µM; 0.3% of 190,000 active; AID 1625;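 active = z-score above 3 at 5 µM with at least 500 cells counted in the well; inconclusive = wells under 500 cells, flagged as cytotoxic or low count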
b-catenin transl = alters nuclear translocation of beta-catenin in HeLa cells; immunofluorescence imaging; nuclear translocation activity, % at 5 µM; 0.3% of 190,000 active; AID 1665;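 active = nuclear translocation activity above 50% at 5 µM, with a well cell count of 50 or more; inconclusive = wells under 50 cells across six images, flagged as toxic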;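 also: per-cell ratio of nuclear to cytoplasmic median beta-catenin stain intensity; plate controls were DMSO negative control for no effect and GSK-3 inhibitor IX positive control for full effect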
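Read-out: Nuclear/cytoplasmic beta-catenin signal ratio, % activation | Assay system: Human HeLa cell line | Times: 24 h compound exposure at 37°C, 5% CO2 | Signal: Fluorescence imaging of beta-catenin antibody stain plus DAPI | Dosing: 5 µM primary, 0.02–20 µM confirmation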
Dynein cargo inh = blocks dynein driven cargo transport along microtubules; 3617.4 mouse cells, GR-EGFP nuclear translocation imaging; test concentration mostly 20 µM; stimulated with dexamethasone, 1 µM; stronger effect = lower value; z-score, hits read low; 0.47% of 220,000 active;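 active = plate z-score of nuclear minus cytoplasmic receptor signal below a set negative limit, without overly bright fluorescence or cell loss, cut at about -3.5 in these data, passing the limit was not always enough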;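 also: z-score of nuclear minus cytoplasmic ring GR-EGFP intensity difference per well; some compounds called inactive have numbers as strong as hits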
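Buffer or medium: Induction medium lacking tetracycline, stripped serum | Also added: Dexamethasone agonist, 1.0 µM final, for 30 min | Timing: 48 h induction, 1 h compound, 30 min dex at 37 °C | Detection: Formaldehyde fixation, Hoechst nuclear stain, 10x automated fluorescence imaging | Measure: Nuclear versus cytoplasmic GR-EGFP signal, averaged per well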
M1AAP inhibition = malaria alanyl aminopeptidase activity blockers – biochemical, fluorogenic H-Leu-NHMec substrate, 1536-well (AID 1445) | recombinant M1AAP, H-Leu-NHMec fluorogenic kinetic assay; higher % means a stronger effect | one-dose inhibition, % at 30 µM; IC50 in µM for titrated hits | 0.42% of 220,000 active;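 active = primary inhibition above the hit cutoff, then over 50% inhibition at one or more dose response concentrations, cut at about 23% in these data, passing the limit was not always enough; inconclusive = conflicting primary data, or primary hits not chosen for dose response; inactive = low primary inhibition, or under 50% at every dose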;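 also: plate controls were DMSO full reaction for no effect and no enzyme background for full effect; strong numbers were not always called active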
P. falciparum M17LAP = P. falciparum M17LAP inhibitors, primary screen, biochemical, fluorogenic H-Leu-NHMec substrate, 1536-well (AID 1619); 0.38% of 220,000 active; one-dose inhibition, % at 30 µM; IC50 in µM for titrated hits; recombinant M17LAP, H-Leu-NHMec fluorogenic kinetic assay; higher % means a stronger effect;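 active = compound inhibiting the enzyme by more than half at any dose during confirmatory dose-response retesting; inconclusive = strong single-dose inhibitors picked by rank but not retested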;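 also: plate controls were full reaction with DMSO carrier for no effect and no enzyme background for full effect; strong numbers were not always called active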
Dynein cargo inh cytoplasmic EGFP = recorded beside Dynein cargo inh, whose call it bears; z-score; measured here: cytoplasmic GR-EGFP intensity; stronger effect = higher value
Dynein cargo inh nuclear GR-EGFP = also measured in Dynein cargo inh; calls as there; z-score; measured here: nuclear GR-EGFP intensity;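 lower value marks the stronger effect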
Dynein cargo inh cell count = second read-out of Dynein cargo inh, no call of its own (marks repeat the call); z-score; measured here: cell count per field
Insulin prom up cell count = second read-out of Insulin prom up, no call of its own (marks repeat the call); cell count; measured here: cytotoxicity, nuclei count;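 total cells summed across four imaged fields per well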
b-catenin transl cell count 5 µM = second read-out of b-catenin transl, no call of its own (marks repeat the call); cell count; measured here: cell count, cytotoxicity flag
MT stabilizer Hoechst-high % = also measured in MT stabilizer; calls as there; % Hoechst-high responders; measured here: nuclear condensation Hoechst responders;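 share of cells brighter than vehicle mean plus two SD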
MT stabilizer cytotoxicity % = recorded beside MT stabilizer, whose call it bears; toxicity, %; measured here: cytotoxicity by cell density;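 0% = mean cell density of plate MIN control wells and 100% = no cells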
Autophagy HCS cell loss 18 h = further read-out of Autophagy HCS, marked with its call; toxicity, %; measured here: cell loss, nuclei count;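 cell loss after 18 h compound exposure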
Numbers without * were called inactive; i = inactive; ? = inconclusive; · = not tested or not shown; [ ] = remark or other dose.

SMILES	ER stress rescue	K1F lysis inhibition	MT stabilizer	MT stabilizer Hoechst-high %	MT stabilizer cytotoxicity %	Autophagy HCS	Autophagy HCS cell loss 18 h	Insulin prom up	Insulin prom up cell count	b-catenin transl	b-catenin transl cell count 5 µM	Dynein cargo inh	Dynein cargo inh cytoplasmic EGFP	Dynein cargo inh nuclear GR-EGFP	Dynein cargo inh cell count	M1AAP inhibition	P. falciparum M17LAP
CN1CCN(c2ccc([N+](=O)[O-])c(Sc3nc4ccccc4[nH]3)c2)CC1	2.4%	3.4%	4.2	2.1	2.6	i	7.7	-0.48	1185	-0.3	806	1.14	-0.23	0.856	-0.061	5.1%	9.7%
COC(=O)CNC(=O)C(NC(=O)c1ccc(Cl)cc1)C(C)C (stereo unspecified)	-0.4%	-0.3%	2.6	1.6	5.3	i	26.3	0.59	804	-2.3	1201	-0.842	0.397	-0.192	0.292	3.8%	2.5%
COc1ccc(CN(C)Cc2ccccc2)c(OC)c1OC	-0.7%	0.6%[50 µM]	2.3	3.4	8.0	i	-12.8	-0.45	1348	-6.5	641	-0.233	-0.153	-0.412	-0.125	6.5%	-1.2%
COC(=O)c1nnn(CC(=O)NC(=O)Nc2cccc(C)c2C)c1C(=O)OC	-1.3%	2.2%[50 µM]	3.6	2.4	5.8	i	2.7	1.43	1270	0.5	556	3.2	-0.24	1.06	-1.29	-2.1%	-5.8%
CC(C)c1nc(NCc2ccccc2)c(C#N)c2c1CCCC2	-1.6%	1.6%	2.0	1.6	8.7	i	37.3	-0.04	1411	-0.3	1380	-0.0373	-0.182	-0.313	-0.524	-1.8%	8.2%
COc1cc(SC)ccc1C(=O)N1CCN(c2ccccc2OC)CC1	-1.8%	-0.8%	22.9*	11.0*	63.6*	i	-3.0	-0.4	1261	50.5*	529*	0.327	-0.144	0.498	-0.828	0.4%	4.4%
Cc1cccc(-n2cnc3c(c2=O)c2nc4ccccc4nc2n3Cc2ccco2)c1	-1.4%	0.5%	·	·	·	·	·	-0.26	1192	2.2	1105	·	·	·	·	·	·
COc1ccc(OCCOCCOc2ccc(C)cc2[N+](=O)[O-])cc1	-4.0%	0.2%	2.6	1.6	3.8	i	18.1	-0.31	1354	-3.5	1065	-0.723	-0.243	-0.162	1.03	3.8%	7.8%
COc1ccc(C(=O)N/C(=C\c2cc(OC)c(OC)cc2[N+](=O)[O-])C(=O)NCCO)cc1	-0.6%	0.3%	4.1	1.8	9.4	i	7.8	0.24	1615	-0.2	1529	-1.36	-0.343	-0.877	1.32	-0.6%	21.3%
COC(=O)c1nnn(-c2nonc2N)c1CSc1nnc(N)s1	-0.6%	-0.1%	1.4	1.3	1.9	i	-1.6	0.38	1179	1.4	1061	-0.244	-0.342	-0.287	0.564	8.5%	0.5%
CCOC(=O)NC(=O)/C(C=Nc1ccc(Cl)c(Cl)c1Cl)=C(\C)O	-0.8%	1.0%	2.7	4.0	5.0	i	0.5	0.12	1300	·	·	-0.535	0.487	-0.528	0.996	6.1%	-1.6%
O=C(NCCc1nc(-c2ccccc2)cs1)c1ccc(Br)cc1	-0.3%	2.1%[50 µM]	1.7	2.4	2.2	i	-2.3	-0.58	1285	5.1	1092	-0.123	-0.344	-0.257	0.693	4.6%	-1.2%
Cc1nc(-c2ccccc2)sc1C(=O)CSc1ccc(Cl)cc1	-1.0%	-0.8%	1.7	2.6	5.2	i	1.5	0.32	1833	-3.6	1139	0.111	-0.228	-0.498	0.588	-0.4%	0.2%
Cc1ccnc(NC(=O)Nc2ccc(F)cc2)c1	-3.9%	1.3%	2.6	1.7	6.8	i	-0.7	-0.47	1209	-2.9	1231	-0.0835	-0.256	-0.0787	0.283	5.1%	-13.3%
C#CCNC(=O)C1=C[C@@H](c2coc3ccccc3c2=O)C[C@@H](OCCCCO)O1	0.6%	-0.8%	1.2	0.9	4.1	i	9.2	0.07	1393	-0.2	1051	0.952	-0.216	1.02	-1.51	-0.1%	-1.3%
CC/C(C)=N/Nc1nc(-c2cc3cccc(OC)c3oc2=O)cs1	·	·	·	·	·	·	·	-0.45	1359	-1.6	1163	1.29	-0.261	0.21	-0.0954	4.6%	-0.6%
O=C(O)C1CC=CCC1C(=O)Nc1ccc(F)c(F)c1 (stereo unspecified)	0.3%	-0.6%	2.9	1.6	6.7	i	0.6	-0.1	1291	-0.3	1251	-0.574	-0.18	-0.0222	1.03	3.8%	20.4µM*
COC(=O)c1c(O)c2c([nH]c1=O)CCCC2	0.3%	1.2%	1.8	1.2	6.6	i	3.9	0.04	971	·	·	0.105	-0.148	0.273	0.474	-3.5%	-2.7%
CCOC(=O)c1c(/N=C/c2cc(C)ccc2O)sc2c1CCN(C)C2	-2.0%	2.5%[50 µM]	3.7	1.2	9.8	i	2.9	-0.12	1467	-2.3	1096	0.0908	-0.137	0.147	-0.274	2.0%	8.4%
CNCC(O)Cn1c2c(c3ccccc31)CCCC2 (stereo unspecified)	0.0%	-0.1%	5.3	1.5	13.0	i	-8.9	0.76	1362	0.2	1444	0.867	-0.131	-0.257	0.893	2.7%	10.2%
CCCn1c(C(O)c2ccc(OCC)cc2)nc2ccccc21 (stereo unspecified)	-0.3%	1.4%	5.0	3.0	5.3	i	0.5	-0.19	920	·	·	-0.155	-0.0653	0.107	-0.469	-1.4%	-1.7%
O=C(CSc1ccc2nnc(-c3ccc(F)cc3)n2n1)NCC1CCCO1 (stereo unspecified)	-0.4%	5.3%	4.9	4.0	11.8	i	7.6	0.55	1515	-3.0	984	-1.1	-0.326	-0.401	0.22	5.3%	4.4%
Oc1ccc(-c2csc(-c3cccnc3)n2)cc1O	·	6.7%	·	·	·	·	·	0.15	1009	-1.0	1288	0.0201	-0.253	0.572	-0.481	2.7%	-8.8%
COC(=O)C(CCSC)NC(=O)CNS(=O)(=O)c1ccc(Br)cc1 (stereo unspecified)	0.5%	0.0%	3.8	0.9	6.3	i	-25.8	·	·	·	·	0.237	0.714	0.188	-1.3	5.7%	-21.2%
CCCC1O[C@@H]2CC3C4CCC5=CC(=O)C=C[C@]5(C)C4C(OC(C)=O)C[C@]3(C)[C@]2(C(=O)COC(C)=O)O1 (stereo partly specified)	4.2%	-0.1%	2.9	1.4	3.6	i	-0.3	·	·	-5.0	502	-0.51	-0.248	-0.36	0.724	7.7%	3.3%

(more compounds)
SMILES	ER stress rescue	K1F lysis inhibition	MT stabilizer	MT stabilizer Hoechst-high %	MT stabilizer cytotoxicity %	Autophagy HCS	Autophagy HCS cell loss 18 h	Insulin prom up	Insulin prom up cell count	b-catenin transl	b-catenin transl cell count 5 µM	Dynein cargo inh	Dynein cargo inh cytoplasmic EGFP	Dynein cargo inh nuclear GR-EGFP	Dynein cargo inh cell count	M1AAP inhibition	P. falciparum M17LAP
O=C(OCc1nc2ccc(Cl)cc2n1CCO)c1ccc2c(c1)OCO2	-4.1%	0.7%	6.2	2.2	6.7	i	17.0	·	·	·	·	-0.0162	-0.165	0.326	-0.23	0.4%	10.7%
O=C(Oc1ccccc1C(=O)N1CCOCC1)c1ccccc1	1.4%	6.2%	4.0	2.2	7.6	i	-1.7	0.14	1689	-0.4	1020	-0.182	-0.23	-0.214	0.893	4.5%	-15.4%
CCCN1CNC(=S)N(c2cccc(C)c2)C1	·	-1.8%	·	·	·	·	·	·	·	-3.4	1183	-1.1	-0.197	-0.655	1.74	3.1%	-1.3%
N#Cc1cccc(-n2nnnc2-c2ccccn2)c1	0.7%	2.9%	3.7	3.4	10.8	i	-2.6	1.88	1172	-2.4	1399	-0.838	-0.344	-0.126	0.379	6.1%	9.9%
COc1cc(CNCc2ccncc2)cc(Br)c1OCc1ccccc1F	-1.0%	10.4%	3.0	1.9	8.2	i	28.6	?	·	4.4	1297	0.487	-0.04	0.707	0.0641	8.2%	-4.2%
COc1ccc(-c2nnc(NC(=O)C3=COCCO3)o2)cc1	-3.2%	-3.4%	4.6	2.6	0.4	i	5.5	0	1279	-0.8	982	0.718	-0.323	0.279	-0.0265	-0.4%	10.3%
CC(=O)Nc1ccc(NC(=O)Cn2c(=O)n(-c3ccc(F)cc3)c(=O)c3oc4ccccc4c32)cc1	0.9%	0.0%	6.3	1.5	5.5	i	1.2	-0.29	1314	-1.7	1075	0.0462	-0.312	0.203	0.497	1.9%	-3.3%
CCNc1ccc(S(=O)(=O)NCCN(C)C)cc1[N+](=O)[O-]	0.5%	0.0%	2.9	3.8	7.8	i	23.6	0.24	1219	-1.1	1084	-0.239	-0.173	0.22	0.446	8.1%	6.9%
N=C1C(c2nc3ccccc3c(=O)[nH]2)=C(O)CN1c1ccccc1	-1.3%	·	41.5*	28.6*	29.3*	i	-7.9	0.39	916	·	·	0.467	0.131	0.811	0.197	1.4%	7.9%
O=C(O)CC1SC(=Nc2cccc(O)c2)NC1=O (stereo unspecified)	-2.1%	5.6%	3.0	2.3	11.5	i	4.2	0.34	1157	-1.4	1127	-0.186	-0.177	0.348	1.2	1.8%	15.1%
